From PubChem BioAssay
mHTT-CaM PPI inh – mHTT-calmodulin interaction abrogation; AlphaScreen His-mHTT/GST-CaM binding, luminescence; inhibition, % at 15 µM; actives 3.6% (n = 190,000); AID 1671202;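 also: 0% = both proteins with DMSO and 100% = one protein alone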
Pf apPOL inh – Pf-apPOL DNA polymerase inhibition | Recombinant Pf-apPOL, molecular beacon fluorescence, 1.5 h | inhibition, % at 10 µM | actives 0.25% (n = 210,000) | AID 1794808
Numbers without * were called inactive; i = inactive; x = not tested or not shown; & = joins results of further samples. Rule as the data show it: active = inhibition above about 50%; inactive = the rest.

| cpd | canonical_smiles | mHTT-CaM PPI inh | Pf apPOL inh |
| --- | --- | --- | --- |
| 1 | Cc1cc(C)c(CNC(=O)C2CC(=O)N(c3cccc(NC(=O)C(C)C)c3)C2)c(C)c1 (stereo not given) | 22 | -2 |
| 2 | CC1CCCN(C(=O)c2cc3c(s2)N(C)CCC3)C1 (stereo not given) | 2 | -1 |
| 3 | NC(=O)c1ccccc1NC(=O)C(Cc1ccccc1)N1C(=O)c2ccccc2C1=O (stereo not given) | 13 | 1 |
| 4 | O=C(c1cccs1)N1CCC(n2c(-c3cccs3)nc3cccnc32)C1 (stereo not given) | 14 | -3 |
| 5 | CCc1ccc(C2C(C#N)=C(N)OC3=C2C(=O)CCC3)cc1 (stereo not given) | -2 | -4 |
| 6 | CC(=O)N1CCN(c2nc3c(s2)CC(C(=O)Nc2cccc4c2CCCC4)CC3)CC1 (stereo not given) | 15 | 3 |
| 7 | O=C1OC(c2ccccc2)=N/C1=C/c1ccccc1Br | 11 | -15 |
| 8 | COc1cc(OC)c(OC)cc1CNCc1cc(OC)c(OC)c(OC)c1 | 3 | 1 |
| 9 | COc1ccc(S(=O)(=O)N(CC(=O)Nc2ccc(F)cc2)c2ccc(C)cc2)cc1OC | 10 | -1 |
| 10 | COc1ccc(NC(=O)C(=O)NCCN2CCN(C(=O)c3cccs3)CC2)cc1 | -2 | -4 |
| 11 | CCOc1ccccc1C(=O)N1CC(C)N(C(=O)c2ccccc2OCC)CC1C (stereo not given) | -4 | 2 |
| 12 | O=S1(=O)CCC(NS(=O)(=O)c2cccc3nonc23)C1 (stereo not given) | x | -7 |
| 13 | Cc1ccc(C)c(C2CC(=O)Nc3n[nH]c(C)c32)c1 (stereo not given) | -8 | -4 |
| 14 | O=C(c1cccc(F)c1)N1CCCC1c1ccccc1F (stereo not given) | -8 | -6 |
| 15 | Cc1ccc(C(=O)Nc2ccc3c(N4CCOCC4)ncnc3c2)cc1C | 6 | -6 |
| 16 | N#Cc1cccc(C(=O)Cc2cccc(Oc3ccccc3)c2)c1 | x | 56* |
| 17 | CCc1cc(-c2n[nH]c(C)c2Oc2ccccc2)c(O)cc1O | 81* | -10 |
| 18 | O=C(CN1CCN(C2c3ccccc3-c3ccccc32)CC1)Nc1ccc(F)c(F)c1 | 74* | -4 |
| 19 | COc1ccc(OC)c(COCC(O)CN(C)C)c1 (stereo not given) | 5&0 | -9&-4 |
| 20 | CCNc1nc(C)c2cc(Br)c(=O)n(CC)c2n1 | -2 | -5 |

Profiles as entered above. Order of values: mHTT-CaM PPI inh	Pf apPOL inh
NC(=O)c1ccccc1NC(=O)C(Cc1ccccc1)N1C(=O)c2ccccc2C1=O (stereo not given) across the screens: 13	1
CC(=O)N1CCN(c2nc3c(s2)CC(C(=O)Nc2cccc4c2CCCC4)CC3)CC1 (stereo not given) across the screens: 15	3
O=C(c1cccc(F)c1)N1CCCC1c1ccccc1F (stereo not given) across the screens: -8	-6

Reprinted at random: two records from the list
| cpd | canonical_smiles | mHTT-CaM PPI inh | Pf apPOL inh |
| --- | --- | --- | --- |
| 11 | CCOc1ccccc1C(=O)N1CC(C)N(C(=O)c2ccccc2OCC)CC1C (stereo not given) | -4 | 2 |
| 5 | CCc1ccc(C2C(C#N)=C(N)OC3=C2C(=O)CCC3)cc1 (stereo not given) | -2 | -4 |

(cont.)
| cpd | canonical_smiles | mHTT-CaM PPI inh | Pf apPOL inh |
| --- | --- | --- | --- |
| 21 | CCCNC(=O)C1CCCN(c2nc3ccsc3c(=O)n2Cc2ccc(C)cc2)C1 (stereo not given) | 9 | -2 |
| 22 | CS(=O)(=O)N(CC(=O)N1CCN(c2ccccc2)CC1)c1cccc([N+](=O)[O-])c1 | 5 | 2 |
| 23 | C=CCN1CCc2c(cc(O)c(O)c2Cl)C(c2ccccc2)C1 (stereo not given) | x | 15 |
| 24 | CC1CCc2c(cnc3c(C(=O)NCCc4ccccc4)cnn23)C1 (stereo not given) | -2 | -1 |
| 25 | COc1cc(C(=O)NCCc2nc3ccccc3[nH]2)cc(OC)c1OC | -1 | 2 |
| 26 | COC(=O)c1sc(-n2cccc2)c(C(=O)OC)c1C | -14 | 0 |
| 27 | O=C(Nc1c2c(nn1-c1ccc(F)cc1)CS(=O)(=O)C2)C1CC1 | 1 | -5 |
| 28 | N#Cc1nc(COc2ccc(Br)cc2)oc1N1CCCC1 | 19 | -3 |
| 29 | Cc1ccc2c(c1)N(Cc1cccc(C(=O)NCC(C)C)c1)C(=O)CO2 | -4 | 0 |
| 30 | CCn1cc2c3c(cccc31)CN(C(=O)Nc1ccc(C)cc1)CC2 | 4 | -4 |
| 31 | CC(=O)N1CCC(n2c(C)nc(C(=O)NCc3ccc(Cl)cc3)c2C)CC1 | 19 | -5 |
| 32 | CCc1cc(C2CCCN2C(=O)Nc2ccccc2C(F)(F)F)on1 (stereo not given) | -14 | 2 |
| 33 | FC(F)(F)Oc1ccc(OCc2n[nH]c(=S)o2)cc1 | x | -44 |
| 34 | O=C(CCCN1C(=O)c2ccccc2C1=O)NCc1ccccc1 | 2 | -7 |
| 35 | O=C(CNS(=O)(=O)c1ccc(Br)s1)N1CCN(C2CCCCC2)CC1 | 6 | -7 |
| 36 | Cc1cc(C(=O)N2CCc3nc4cc(-c5ccccc5Cl)[nH]n4c(=O)c3C2)nn1C | 39 | 14 |
| 37 | COC(=O)c1ccccc1NC(=O)c1ccc(Oc2cc(Cl)cc(Cl)c2)o1 | x | 1 |
| 38 | COc1cc(C=CC(=O)c2cc(Br)ccc2O)cc(OC)c1OC | 2 | -3 |
| 39 | O=C(Nc1ccc(SCc2ccccn2)nn1)C1CC1 | -7 | 4 |
| 40 | Cc1ccc(C(=O)Nc2cnn(C)c(=O)c2N2CCCCC2)cc1 | -4 | 0 |
| 41 | COc1ccc(Nc2nnc(C(C)(C)C)c(=O)[nH]2)c(OC)c1 | 2 | 1 |
| 42 | O=C(Nc1cc(-c2ccccc2)nn1-c1ccccc1)c1ccccc1Cl | x | 0 |
| 43 | COc1ccc(C(=O)N2CCCC2COc2ccc(C(=O)NC3CC3)cc2)cc1 (stereo not given) | -6 | -1 |
| 44 | O=C(N1CCN(CCn2cccn2)CC1)C1(c2cccs2)CCCC1 | 2 | -5 |
| 45 | O=C(CSc1nnc2c3ccccc3n(Cc3ccccc3)c2n1)Nc1nccs1 | 0 | -1 |
| 46 | CS(=O)(=O)N(CC(=O)Nc1cccc(Cl)c1)c1ccc(I)cc1 | -5 | -2 |
| 47 | CC(C)n1c(Sc2nncn2C)nc2c1c(=O)n(C)c(=O)n2C | 0 | 0 |
| 48 | Cn1c(C2CCN(C(=O)c3cccc(Br)c3)C2)nc2cccnc21 (stereo not given) | 4 | -1 |
| 49 | C#CCOC(C)n1cccc1-c1cccs1 (stereo not given) | 27 | x |
| 50 | O=S(=O)(Nc1cccc(C(F)(F)F)c1)c1cccc2nsnc12 | 4 | -4 |
| 51 | Cn1cnc2cc(OC(=O)c3c(F)cccc3F)ccc21 | -10 | -5 |
| 52 | O=C1CCC(=O)N1c1cccc(S(=O)(=O)N2CCOCC2)c1 | -3 | 1 |
| 53 | CSc1ccccc1NC(=O)c1nn2c(c1Cl)NC(c1ccco1)CC2C(F)(F)F (stereo not given) | 11 | 1 |
| 54 | Cc1ccccc1COCc1nn(C)c2c1CN(C(=O)C(C)C)CC2 | 9 | -2 |
| 55 | Cn1nc(CO)c2c1CCN(C(=O)c1ccco1)C2 | -2 | 0 |
| 56 | COc1ccc(CNC(=O)C2Oc3ccc(C)cc3NC2=O)cc1 (stereo not given) | -8 | -5 |
| 57 | COc1ccc2c(c1)C(N1CCN(C(=O)C(C)C)CC1)=Nc1ccccc1O2 | 40 | -10 |
| 58 | Cc1ccc(CNC(=O)CCC(=O)Nc2noc3ccccc23)cc1 | -1 | -7 |
| 59 | N#Cc1nc(-c2ccc(F)cc2)oc1NCc1ccco1 | 11 | 1 |
| 60 | N#CC(=C(O)CCCN1C(=O)c2ccccc2C1=O)c1nc2ccccc2[nH]1 | -1 | -15 |
| 61 | Cc1ccc(NC(=O)N2CCc3cn(C)c4cccc(c34)C2)c(Cl)c1 | 4 | -3 |
| 62 | O=C1CC(c2cccs2)CC2=C1C(c1cc(F)ccc1F)Nc1ccccc1N2 (stereo not given) | 17 | 1 |
| 63 | Cc1ccc(NC(=O)C2CCCN(c3ncnc4c3nc3n4CCCCC3)C2)nc1 (stereo not given) | -1 | 2 |
| 64 | CCC(=O)NCc1csc(C2CCCN(C(=O)c3ccc(F)cc3Cl)C2)n1 (stereo not given) | -8 | -8 |
| 65 | CCOc1cccc2c1OC1(CCC(C)CC1)N1N=C(c3ccc(C)o3)CC21 (stereo not given) | 12 | -17 |
| 66 | COC(=O)c1ccc(-c2cccs2)nc1C | x | 1 |
| 67 | COc1ccccc1/C=C/CN1CCN(c2ccc([N+](=O)[O-])cc2)CC1 | 53* | -3 |
| 68 | CCOc1ccc2c(-c3ccccc3)cc(=O)oc2c1 | -22 | -5 |
| 69 | COc1ccc(NC(=O)C2CCCC2)cc1 | -5 | -1 |
| 70 | CCc1nnc(-c2nnc(NC3CCCCCC3)c3ccccc23)o1 | 15 | -6 |
| 71 | Cn1c(C(=O)NCCN2CCCCC2)cc2c1CCN(Cc1cccc(F)c1)C2 | 49 | 4 |
| 72 | CCOc1ccccc1C(=O)N1CCCN(C2CCN(CCOC)C2=O)CC1 (stereo not given) | 11 | 0 |
| 73 | C=CCN1C(=O)NC(=O)/C(=C/c2cccc(OCc3ccccc3Cl)c2)C1=O | 1 | 8 |
| 74 | O=C1CC(NCc2ccncc2)C(=O)N1c1cccc(Cl)c1 (stereo not given) | 6 | -6 |
| 75 | Cc1ccc(NCCC(=O)c2cccc([N+](=O)[O-])c2)cc1 | 27 | -5 |
| 76 | COc1ccc(C(=O)Nc2ccc(I)cc2Cl)cc1Cl | -6 | -4 |
| 77 | COc1ccc(OC)c(NC=C2C(=O)OC(C)(C)OC2=O)c1 | 3&-5 | -3&-1 |
| 78 | Nc1nnc(C23CC4CC(CC(C4)C2)C3)s1 | 1 | 0 |
| 79 | Cc1cccc(C(=O)Nc2c3c(nn2C(C)(C)C)CSC3)c1 | 29 | -1 |
| 80 | c1cncc(CN2CCC(N3CCCCCC3)CC2)c1 | -3 | -9 |

2 entries from above, set out differently.
#69 COc1ccc(NC(=O)C2CCCC2)cc1
#75 Cc1ccc(NCCC(=O)c2cccc([N+](=O)[O-])c2)cc1

assay / entry	69	75
mHTT-CaM PPI inh	-5	27
Pf apPOL inh	-1	-5

(list continues)
| cpd | canonical_smiles | mHTT-CaM PPI inh | Pf apPOL inh |
| --- | --- | --- | --- |
| 81 | O=C(O)CCNC(=S)Nc1ccccc1C(F)(F)F | x | -4&0 |
| 82 | O=C1CC(N2CCOCC2)C(=O)N1c1cccc(Cl)c1 (stereo not given) | -6 | -6 |
| 83 | CC(C)C(C(=O)O)N1C(=O)C(=Cc2ccccc2)SC1=S (stereo not given) | 3 | -17 |
| 84 | CCN1C2=C(C(=O)CCC2)C(c2cc(Br)c(O)c(OC)c2)C2=C1CCCC2=O | 22 | 1 |
| 85 | CCCOc1ccc(N2C(=O)CC(N3CCN(c4cccc(Cl)c4)CC3)C2=O)cc1 (stereo not given) | -1 | 0 |
| 86 | CC1C(=O)N(c2ccc(Br)cc2)CCN1C(=O)C1CCCC1 (stereo not given) | -6 | 4 |
| 87 | O=C(c1ccc(F)cc1)N1CCC(CCOc2ccc(F)cc2)CC1 | -3 | -1 |
| 88 | COC(=S)Nc1ccc(F)cc1 | x | -1 |
| 89 | CCN(CC)S(=O)(=O)c1ccc2oc(C(=O)N3CCCCCC3)c(C)c2c1 | 4 | 2 |
| 90 | CCCNC(=O)C1CCN(c2nc3ccc(-c4ccccc4F)nc3s2)CC1 | 7 | 0 |
| 91 | CCN1c2cc(C)ccc2-n2cccc2C12CCN(C(=O)Nc1ccccc1Cl)CC2 | 26 | 1 |
| 92 | CC(=O)c1ccc(-c2ccc(-c3cc(=O)oc4c(C(C)C)ccc(C)c34)cc2)cc1 | -12 | -7 |
| 93 | Cn1c(=O)c2c(nc(Br)n2C/C=N/O)n(C)c1=O | i | 1 |
| 94 | COc1cc(OC)cc(C(=O)NCC(c2ccco2)N(C)C)c1 (stereo not given) | -7 | -2 |
| 95 | COc1ccc(C(=O)NN2C(=O)C3C4C=CC(C5CC45)C3C2=O)cc1 (stereo not given) | -1 | -8 |

Not a retest: 6 of the compounds above.
| cpd | canonical_smiles | mHTT-CaM PPI inh | Pf apPOL inh |
| --- | --- | --- | --- |
| 86 | CC1C(=O)N(c2ccc(Br)cc2)CCN1C(=O)C1CCCC1 (stereo not given) | -6 | 4 |
| 87 | O=C(c1ccc(F)cc1)N1CCC(CCOc2ccc(F)cc2)CC1 | -3 | -1 |
| 88 | COC(=S)Nc1ccc(F)cc1 | x | -1 |
| 89 | CCN(CC)S(=O)(=O)c1ccc2oc(C(=O)N3CCCCCC3)c(C)c2c1 | 4 | 2 |
| 90 | CCCNC(=O)C1CCN(c2nc3ccc(-c4ccccc4F)nc3s2)CC1 | 7 | 0 |
| 91 | CCN1c2cc(C)ccc2-n2cccc2C12CCN(C(=O)Nc1ccccc1Cl)CC2 | 26 | 1 |
